# Screens as filed in PubChem.
# HepG2 tox: counter-screen for TGF-b inhibitors: cytotoxicity in HepG2 cells; HepG2 CAGA-GFP viability, ATP luminescence, 18 h; 410,000 tested, 0.76% active; Potency, µM (top dose mostly 46.1 µM), for the others: top-dose activity change, negative = cytotoxicity, hits mostly cytotoxic; also: potency is read from the fitted curve at half-maximal effect; some results filed as inactive show a strong effect at the top dose
#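 HepG2 CAGA-GFP cells (1000/well, DMEM with 1% FBS) received compound, then TGF-beta at 500 pg/mL final, and were incubated 18 hours at 37 degrees C. Viability was read by CellTiter-Glo luminescence. Media-only wells were set as complete cell-killing and DMSO as no toxicity.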
# IL-2 act: activates IL-2 in a cell-based reporter assay | 360,000 tested, 0.065% active | activation, % (series mostly up to about 46 µM) | IL-2 activation reporter assay, cell-based qHTS; stimulated with anti-CD3/CD4/CD28 beads; in transgenic mouse T cells; in the data active = activation above about 50%; inconclusive = mostly about 30% to 49%; also: 0% is about no effect
#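 Readout is EGFP and DsRed signal by fluorescent plate cytometry after 18 h at 37 degrees C. Transgenic mouse T cells (750/well) received compound for 60 min before bead stimulation (anti-CD3, anti-CD4, anti-CD28); memory T cells served as non-tolerant control.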
# TGFb SMAD3 inh: blocks TGF-b signaling; HepG2 CAGA-GFP TGF-b/SMAD3 reporter, GFP fluorescence, 18 h; TGF-beta stimulated, 500 pg/mL final; Potency, µM (doses to about 46.1 µM), without a hit: top-dose activity, negative = inhibition, usual class: inhibitors; 410,000 tested, 1.2% active; AID 588855; also: potency is read from the fitted curve at half-maximal effect; % is scaled to controls: 0 for no effect and ±100 for the full control effect; nearly all actives have a fitted effect of over 65% in size
#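 Per well, imaged GFP fluorescence of HEPG2 CAGA-GFP cells gives the signal; cells get compound, then TGF-beta (500 pg/mL final), 18 h at 37 degrees C; %Activity versus -TGF-beta and +DMSO controls.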
# ATXN2 expr inh: inhibitors of ATXN2 expression; 360,000 tested, 0.72% active; HEK-293 ATXN2-luciferase reporter, luminescence, 24 h; Potency, µM (doses to about 57 µM), without a hit: at the highest dose activity change, negative = inhibition, actives largely listed as inhibitors; also: potency is read from the fitted curve at half-maximal effect; % is scaled to controls: 0 for no effect and ±100 for the full control effect; nearly all actives have a fitted effect of over 55% in size
#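 qHTS (up to 57 uM final) was run with 24 h compound exposure of reporter cells at 37 °C. Each well was multiplexed: SteadyGlo luminescence measured ATXN2-luciferase expression after a fluorogenic Gly-Phe-AFC viability readout (25 uM final).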
# A549 tox: counter-screen for Nrf2 inhibitors: cytotoxicity in A549 cells; A549 ARE-Fluc cells, CellTiter-Fluor viability, 18-24 h; Potency, µM (titrated, usually from 46 µM), inactives show at the top dose activity change, negative = cytotoxicity, actives largely listed as inhibitors; 390,000 tested, 0.16% active; AID 504648; also: potency is read from the fitted curve at half-maximal effect; % is scaled to controls: 0 for no effect and ±100 for the full control effect
#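 Cytotoxicity counterscreen: CellTiter-Fluor fluorescence was measured in A549 ARE_Fluc cells after 18-24 h of compound exposure in a concentration series. The subsequent BugLite luminescent read reports ARE-luciferase activity.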
# Nrf2 block: blocks Nrf2 signaling; A549 ARE-Fluc reporter, luciferase luminescence, 18-24 h; Potency, µM (doses to about 46 µM), for inactives: at the top dose activity change, negative = inhibition, usual class: inhibitors; 360,000 tested, 2.1% active; AID 504444; also: potency is read from the fitted curve at half-maximal effect; % is scaled to controls: 0 for no effect and ±100 for the full control effect; nearly all actives have a fitted effect of over 60% in size
#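 Two sequential reads on A549 ARE_Fluc cells exposed to compound for 18-24 h: a CellTiter-Fluor fluorescence read for viability, then a luciferase luminescence read for Nrf2/ARE activity.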
# EPAC2 ag: EPAC2 (human) agonism; Q8WZA2; EPAC2 activation, biochemical qHTS; response scale: 100% = 6.5 mM cAMP response; Potency, µM (highest dose often 154 µM), for the others: top-dose activation, most hits filed as activators; 360,000 tested, 0.079% active; AID 720711; also: potency is read from the fitted curve at half-maximal effect; nearly all actives have a fitted effect of over 50% in size
# Target sequence (Q8WZA2 whole entry, looked up): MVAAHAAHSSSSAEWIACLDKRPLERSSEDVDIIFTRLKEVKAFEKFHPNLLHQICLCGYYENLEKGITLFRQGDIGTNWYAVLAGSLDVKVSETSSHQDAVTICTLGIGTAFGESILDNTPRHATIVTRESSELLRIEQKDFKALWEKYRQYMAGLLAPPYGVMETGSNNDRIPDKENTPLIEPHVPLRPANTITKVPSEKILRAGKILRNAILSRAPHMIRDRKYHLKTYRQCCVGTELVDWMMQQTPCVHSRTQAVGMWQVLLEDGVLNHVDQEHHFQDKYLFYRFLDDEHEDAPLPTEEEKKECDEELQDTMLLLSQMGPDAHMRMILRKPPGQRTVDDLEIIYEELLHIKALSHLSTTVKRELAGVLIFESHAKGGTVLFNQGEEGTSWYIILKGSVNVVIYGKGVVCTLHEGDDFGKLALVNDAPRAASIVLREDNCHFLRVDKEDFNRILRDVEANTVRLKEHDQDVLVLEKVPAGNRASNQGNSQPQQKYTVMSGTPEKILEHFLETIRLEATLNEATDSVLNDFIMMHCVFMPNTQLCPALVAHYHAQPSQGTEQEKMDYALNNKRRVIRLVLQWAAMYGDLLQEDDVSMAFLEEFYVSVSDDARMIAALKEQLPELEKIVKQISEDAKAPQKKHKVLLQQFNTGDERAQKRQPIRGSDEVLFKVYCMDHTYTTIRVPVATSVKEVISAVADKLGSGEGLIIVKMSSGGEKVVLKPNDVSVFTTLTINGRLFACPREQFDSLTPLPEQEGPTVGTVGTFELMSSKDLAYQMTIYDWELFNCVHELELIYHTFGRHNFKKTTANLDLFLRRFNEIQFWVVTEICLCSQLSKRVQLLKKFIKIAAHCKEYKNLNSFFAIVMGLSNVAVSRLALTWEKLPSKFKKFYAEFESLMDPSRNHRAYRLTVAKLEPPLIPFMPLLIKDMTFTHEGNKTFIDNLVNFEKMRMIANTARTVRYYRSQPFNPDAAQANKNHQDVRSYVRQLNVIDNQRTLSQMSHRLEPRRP
#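 Each well held 100 nM EPAC2, 250 nM RAP1B-BODIPY-GDP and 50 uM GDP. Fluorescence, read at 5-min intervals to 30 min, was referenced to a 6.5 mM cAMP positive control.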
# S2 tox: viability counter-screen for ATXN expression inhibitors; S2 cells (HEK-293 line with an ATXN2-luciferase reporter) viability, CellTiter-Fluor protease fluorescence, 24 h; Potency, µM (doses to about 56.7 µM), actives largely listed as cytotoxic; 400,000 tested, 0.49% active; AID 651635; also: potency is read from the fitted curve at half-maximal effect; nearly all actives have a fitted effect of over 40% in size
# Nrf2 activator: Nrf2 pathway activation; AREc32 ARE-luciferase reporter (MCF7-derived line), luminescence, 24 h; Potency, µM (doses to about 46.1 µM), inactives show top-dose activation, hits mostly activators; 410,000 tested, 0.31% active; also: potency is read from the fitted curve at half-maximal effect; % of control where 0% means no effect; nearly all actives have a fitted effect of over 65% in size
#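 Reporter line AREc32 (ARE-Fluc), seeded overnight in OPTI-MEM with 5% FBS; compound pin-transferred, 24 hr at 37 deg C, 5% CO2; luminescent read-out.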
# The depositor's hits bear a star; i = inactive; ? = inconclusive; · = no result given; [ ] = another dose, or the depositor's remark. Unless noted, calls follow the shape of the dose curve; as a rule, active = well fitted curve in the direction sought with a large enough effect; inconclusive = small, poorly fitted or top-dose-only effect, or another doubt; inactive = no such curve, though single readings can be large; an effect the other way counts as inactive or inconclusive.
compound	HepG2 tox	IL-2 act	TGFb SMAD3 inh	ATXN2 expr inh	A549 tox	Nrf2 block	EPAC2 ag	S2 tox	Nrf2 activator
CC(C)CN1C(=O)c2ccc(NC(=O)Cc3ccccc3)cc2C1=O	-12%	-1.3	-9%	·	7%	1%	2%	i	-0.3%
CC(Sc1nnnn1C)C(=O)Nc1nc(-c2ccc(F)c(F)c2)cs1 (stereo not drawn)	-48%	-0.5	-29%	-36%	-20%	?	9%	i	1.9%
COC(=O)c1ccc(CSc2ncnc3c2oc2ccccc23)o1	-2%	-1.6	0%	-23%	4%	1%	2%	i	9.9%
COc1ccccc1NC(=O)CSc1nc(O)c(C/C=C/c2ccccc2)c(=O)[nH]1	-15%	·	-3%	14%	-1%	16%	·	i	18%
CCN(CC)CCNC(=O)c1ccc(-n2c(C)cc3c2CCCC3=O)cc1	-2%	0.1	9%	1%	0%	8%	1%	i	1.5%
COc1ccc2c(c1)c(CC(=O)Nc1cccc(F)c1C)c(C)n2C(=O)c1ccc(Cl)cc1	-2%	·	15%	6%	-5%	-12%	·	i	0.3%
CCc1ccc(C(=O)c2cn(CC(=O)Nc3cccc(OC)c3)c3cc4c(cc3c2=O)OCO4)cc1	-1%	·	-10%	-1%	0%	-10%	·	i	0.1%
COc1ccc(-c2nc(C3CCCCC3)c3cc(OC)ccc3n2)cc1	4%	0.4	13%	4%	6%	13%	17%	i	-1.3%
COc1cc(Cl)c(NC(=O)c2cc(S(=O)(=O)N3CCCCC3)c[nH]2)c(OC)c1	-11%	·	-6%	-14%	19%	-27%	·	i	1.7%
C[C@H]1CN([C@@H](C)CO)C(=O)c2cc(C#CC3CCCC3)cnc2O[C@H]1CN(C)C(=O)Cc1ccccn1	-11%	-1.7	4%	0%	·	·	12%	i	-0.2%
CC1CCCCN1C(=O)CCn1c(=O)oc2ccccc21 (stereo not drawn)	0%	-3.7	3%	3%	-1%	?	1%	i	0.0%
CCc1ccc(CN2CCCC(C(=O)Nc3ccc(-c4cscn4)cc3)C2)o1 (stereo not drawn)	0%	-1.3	19%	-12%	3%	-14%	2%	i	-0.4%
COc1ccc(-c2cc(-c3ccccc3)c(C#N)c(S(C)=O)n2)cc1 (stereo not drawn)	-27%	-0.6	-19%	28µM*	-16%	?	11%	?	?
COc1cccc(NC(=O)Cn2c(=O)n(Cc3ccc(C(=O)NCc4ccc5c(c4)OCO5)cc3)c(=O)c3ccccc32)c1	-12%	·	?	-4%	-1%	-19%	·	i	-1.1%
COc1ccc2cc3cc(C(=O)NC4CC4)sc3nc2c1	-11%	0.5	8%	-17%	4%	-3%	1%	i	-0.7%
Cc1ccc(N/N=C/c2c(O)cc(C)oc2=O)cc1	-6%	0.3	19%	13%	-12%	·	-1%	i	?
O=C(O)C1(NS(=O)(=O)c2ccc(F)c(Cl)c2)CCCCC1	-17%	1.7	0%	0%	2%	·	0%	?	-0.3%
O=C(/C=C/c1ccccc1Cl)NCc1cccs1	0%	-0.6	-22%	66%[activator]	1%	21%	-8%	i	2.0%
CCc1ccc(NC(=O)C(=O)NCCN2CCN(Cc3ccc([N+](=O)[O-])cc3)CC2)cc1	-68%	-0.4	-2%	?	2%	-14%	5%	i	-0.2%
Cc1cccc(CNC(=O)Cc2ccc(NC(=O)N3CCCCc4ccccc43)cc2)c1	-36%	·	?	11%	-1%	?	·	?	6.7%
CC(C(=O)NCc1ccco1)n1cc([N+](=O)[O-])cn1 (stereo not drawn)	-1%	0.0	-12%	·	8%	-4%	11%	i	0.2%
CN(C)C(C)(C)C#CCCCCC#CC(C)(C)N(C)C	6%	-0.4	17%	-21%	?	0%	8%	i	-0.1%
COc1ccc2cc(S(=O)(=O)N3CCCC(C)C3)ccc2c1 (stereo not drawn)	-11%	-1.9	-24%	-24%	3%	?	8%	i	0.1%
C=CCc1cccc(/C=N/NC(=O)COc2ccc(-n3cnnn3)cc2)c1O	-30%	2.9	-30%	·	3%	7%	6%	i	-0.2%
COc1cccc(N2CCN(C(=O)c3ccc(CS(=O)c4ccccc4Cl)o3)CC2)c1 (stereo not drawn)	-35%	-3.6	11µM*	0%	-22%	?	-4%	i	0.1%

# Of the compounds above, these contain a nitro group on carbon:
compound	HepG2 tox	IL-2 act	TGFb SMAD3 inh	ATXN2 expr inh	A549 tox	Nrf2 block	EPAC2 ag	S2 tox	Nrf2 activator
CCc1ccc(NC(=O)C(=O)NCCN2CCN(Cc3ccc([N+](=O)[O-])cc3)CC2)cc1	-68%	-0.4	-2%	?	2%	-14%	5%	i	-0.2%
CC(C(=O)NCc1ccco1)n1cc([N+](=O)[O-])cn1 (stereo not drawn)	-1%	0.0	-12%	·	8%	-4%	11%	i	0.2%

# The listing continues.
# Fields: HepG2 tox | IL-2 act | TGFb SMAD3 inh | ATXN2 expr inh | A549 tox | Nrf2 block | EPAC2 ag | S2 tox | Nrf2 activator
- CN1CCN(C(=O)c2ccccc2NC(=O)Cc2ccccc2)CC1
 : 3% | 0.5 | -5% | -6% | 3% | · | 4% | i | 0.1%
- COc1ccccc1N1CCN(CCCCOc2ccc(C)cc2C)CC1
 : -16% | 1.3 | -21% | -19% | -24% | -20% | 2% | i | -0.7%
- CCNS(=O)(=O)c1ccc(NC(=O)Nc2ccccc2OC)cc1
 : -3% | -0.2 | -4% | -8% | -5% | ? | 0% | ? | 0.3%
- C=CCn1c(SCC(=O)N2CCN(c3ccc(F)cc3)CC2)nnc1-c1ccco1
 : -26% | -3.5 | -22% | ? | -14% | 18µM* | 11% | ? | 0.2%
- COc1ccc(S(=O)(=O)c2cc3cc(C(C)(C)C)cc(O)c3oc2=O)cc1
 : -41% | · | ? | ? | 3% | ? | · | ? | 16µM*
- COc1ccc(-c2c(C)c3ccc(O)cc3oc2=O)cc1
 : -21% | -2.6 | -18% | 1% | 16% | -12% | 4% | · | 2.1%
- CC(=O)NC(Cc1ccccc1F)C(=O)NC1CCN(S(=O)(=O)c2ccccc2)CC1 (stereo not drawn)
 : -2% | 0.8 | 9% | -1% | 0% | 2% | 5% | i | -0.4%
- CSCC[C@H](NC(=O)c1cccc(S(=O)(=O)N2CCCCC2)c1)c1nc2ccccc2[nH]1
 : -6% | -0.4 | -3% | 10% | -21% | -93% | -15% | i | 0.3%
- CCOC(=O)[C@H]1[C@H]2COc3ccc(C)cc3[C@@H]2N2C(=O)c3ccc(Cl)cc3NC(=O)[C@@]12C
 : -6% | -0.2 | -4% | -23% | -1% | ? | 17% | i | 5.5%
- NS(=O)(=O)c1cccc(NC(=O)COC(=O)C2CCN(S(=O)(=O)c3cccs3)CC2)c1
 : -12% | 8.8 | -14% | -7% | -1% | -4% | -3% | i | 2.6%

# Among those listed so far, three have two or more sulfur atoms:
# Fields: HepG2 tox | IL-2 act | TGFb SMAD3 inh | ATXN2 expr inh | A549 tox | Nrf2 block | EPAC2 ag | S2 tox | Nrf2 activator
- CC(Sc1nnnn1C)C(=O)Nc1nc(-c2ccc(F)c(F)c2)cs1 (stereo not drawn)
 : -48% | -0.5 | -29% | -36% | -20% | ? | 9% | i | 1.9%
- CSCC[C@H](NC(=O)c1cccc(S(=O)(=O)N2CCCCC2)c1)c1nc2ccccc2[nH]1
 : -6% | -0.4 | -3% | 10% | -21% | -93% | -15% | i | 0.3%
- NS(=O)(=O)c1cccc(NC(=O)COC(=O)C2CCN(S(=O)(=O)c3cccs3)CC2)c1
 : -12% | 8.8 | -14% | -7% | -1% | -4% | -3% | i | 2.6%

# Additional compounds
# Fields: HepG2 tox | IL-2 act | TGFb SMAD3 inh | ATXN2 expr inh | A549 tox | Nrf2 block | EPAC2 ag | S2 tox | Nrf2 activator
- Cn1nc(C(=O)NNC(=O)Cc2ccc(S(=O)(=O)N3CCOCC3)s2)c2ccccc2c1=O
 : 6% | 1.3 | 15% | · | 0% | 0% | -3% | i | -1.0%
- CC(=O)Nc1ccc2nc(SCC(=O)NCCOc3ccccc3)sc2c1
 : 2% | 0.2 | -4% | · | 1% | -19% | -4% | i | 5.6%
- Cc1ccc(C(=O)N2CCN3C(=O)c4ccccc4C23c2ccccc2)cc1 (stereo not drawn)
 : -2% | 1.5 | -24% | -17% | 0% | 2% | 9% | ? | -0.1%
- COCCCC1CCN(C(=O)C2CCC(=O)N(CCc3cccc(F)c3)C2)CC1 (stereo not drawn)
 : 1% | -0.9 | -1% | 1% | 2% | 18% | 6% | i | -0.7%
- Cc1cc(/C=N/NS(=O)(=O)c2ccc(F)c(Cl)c2)no1
 : -48% | -1.3 | 0% | -14% | -2% | -2% | -2% | i | 0.6%

# An excerpt from above in order of their number in EPAC2 ag, descending:
canonical_smiles | TGFb SMAD3 inh | EPAC2 ag
Cc1cc(/C=N/NS(=O)(=O)c2ccc(F)c(Cl)c2)no1 | 0% | -2%
Cn1nc(C(=O)NNC(=O)Cc2ccc(S(=O)(=O)N3CCOCC3)s2)c2ccccc2c1=O | 15% | -3%
CC(=O)Nc1ccc2nc(SCC(=O)NCCOc3ccccc3)sc2c1 | -4% | -4%
